FBPA coupling cs = coupling enzyme interference in Giardia aldolase counter-screen. coupling enzyme system counterscreen, AmpLite Red fluorescence. activity change, negative = inhibition, % at 58.2 µM, hits read low. 290,000 tested, 0.67% active; in the data active means activity change below about -30%
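Final compound at 57.5 uM, incubated 10 min at RT with coupling enzyme reagent (glyceraldehyde-3-phosphate), then 20 min with substrate and AmpLite Red detection. Fluorescence read at 525/598 nm; tests interference with the coupling assay, not aldolase inhibition.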
KCNH2 WT inh = KCNH2 (human, wildtype) channel inhibition. U2OS, BacMam KCNH2, thallium flux FluxOr; hits give low values. activity change, % at 1.84 µM. Q12809. 340,000 tested, 0.37% active;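 active means maximum activity change below -70%; inconclusive means maximum activity change between -70% and -50%; inactive means maximum activity change above -50%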
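U2OS cells transduced with wild-type KCNH2 virus are loaded with FluxOr dye for 45 min, and thallium flux is measured in kinetic reads before and after stimulation buffer. Rate constants are normalized to DMSO controls.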
BCR signal inh = chronic active BCR signaling inhibition; ABC-DLBCL IkBa-CBG/CBR reporter, luminescence ratio, 4 h; Potency, µM (highest dose often 46.1 µM), without a hit: at the highest dose ratio change, negative = lower green/red ratio, most hits filed as inhibitors; 340,000 tested, 0.05% active; active means well fitted inhibition curve with a large enough effect in the signal ratio, with a control signal flat, not every such curve was filed as active; inconclusive means small, poorly fitted or top-dose-only effect, or effect the other way, or a change in a side signal; the % refers to the signal ratio;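 further: potency means the concentration at half of the fitted maximal effect; plate controls were basal doxycycline-induced cells for no effect and cells given 10 µM MG132 for full effect; MG132 reads +100%, hits lower the ratio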
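Cell line TMD8 (human ABC DLBCL), stably expressing tet-inducible CBG68-IkBa fusion and CBR; IMDM/0.5% FBS; cpd up to 46 uM; dox induction, 4 h, 37C/5% CO2; dual luminescence; green/red ratio; MG132 control.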
KCNH2 3.1 inh = blocks the human KCNH2 3.1 channel isoform. U2OS KCNH2 3.1, thallium flux FluxOr; hits give low values. activity change, % (tested at about 1.8 µM). 340,000 tested, 0.95% active. AID 720553;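 active means maximum activity change below -70%; inconclusive means maximum activity change from -70% to -50%; inactive means maximum activity change above -50%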;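 further: thallium influx rate constant from kinetic fluorescence after stimulation buffer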
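Thallium flux via FluxOr fluorescence (Red40 quencher, 45 min loading) in U2OS cells virally expressing the KCNH2 3.1 isoform (1.77 x 10^8 /mL virus, overnight at 37 C). Rate constants from 2-min kinetic reads post-stimulation, normalised to positive and negative controls.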
GALK inh = blocks human galactokinase activity. Purified GALK, Kinase-Glo residual ATP luminescence. Potency, µM (series often up to 57.5 µM), inactives show at the highest dose activity change, negative = inhibition, hits mostly inhibitors. AID 1868. 270,000 tested, 0.007% active. P51570; further: potency means the concentration at half of the fitted maximal effect
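Luminescence from leftover ATP (Ultra-Glo luciferase/luciferin) served as read-out after a 1 h room-temperature reaction of 5 nM GALK with 35 uM ATP and 100 uM galactose.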
B2AR arrestin = beta2AR (human) beta-arrestin recruitment activity; P07550; beta-arrestin recruitment to beta2AR, cell-based reporter; Potency, µM (doses to about 46.1 µM), for the others: top-dose activation, hits mostly activators; 330,000 tested, 0.02% active;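 further: potency means the concentration at half of the fitted maximal effect; 0% = DMSO controls and full agonism = EC100 isoproterenol or metaproterenol; nearly all actives have a fitted effect of over 65% in size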
Target sequence (P07550 whole entry, looked up): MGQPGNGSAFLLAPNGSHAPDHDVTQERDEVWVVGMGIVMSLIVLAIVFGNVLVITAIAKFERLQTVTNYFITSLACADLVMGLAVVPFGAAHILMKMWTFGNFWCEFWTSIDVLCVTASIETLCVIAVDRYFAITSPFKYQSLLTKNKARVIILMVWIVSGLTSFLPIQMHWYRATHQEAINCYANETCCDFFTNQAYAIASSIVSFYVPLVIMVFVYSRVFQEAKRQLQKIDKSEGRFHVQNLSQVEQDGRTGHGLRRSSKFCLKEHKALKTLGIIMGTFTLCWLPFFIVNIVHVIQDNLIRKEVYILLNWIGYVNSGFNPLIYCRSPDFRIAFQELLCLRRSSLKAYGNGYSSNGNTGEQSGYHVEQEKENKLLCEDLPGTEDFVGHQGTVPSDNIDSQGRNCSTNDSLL
PKM2 act = increases activity of human pyruvate kinase M2 | P14618 | purified PKM2, Kinase-Glo ATP luminescence, activation; response scale: 0% is enzyme alone, no compound | Potency, µM (series often up to 57.5 µM), for the others: top-dose activation, usual class: activators | 260,000 tested, 0.34% active | AID 1631; further: potency means the concentration at half of the fitted maximal effect; nearly all actives have a fitted effect of over 55% in size
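Purified hPK-M2 (>95%) run at intermediate activity with 0.1 mM ADP and 0.5 mM PEP in 50 mM imidazole pH 7.2, KCl, MgCl2; 1 h room temperature. ATP formed read by Kinase-Glo luminescence; normalized to uninhibited and no-enzyme controls.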
uPA generation = cell surface uPA generation inhibition | 330,000 tested, 0.31% active | Potency, µM (titrated, usually from 38.3 µM), for the others: at the top dose activity change, negative = inhibition, actives largely listed as inhibitors | cell surface uPA generation assay, qHTS; active means well fitted inhibition curve with a large enough effect; inconclusive means small, poorly fitted or top-dose-only effect; inactive means no such curve, though single readings can be large or run the other way; tested in mouse RAW 264.7 cells; further: potency means the concentration at half of the fitted maximal effect; nearly all actives have a fitted effect of over 55% in size
Eya2 inh = inhibitors of human Eya2 phosphatase activity | 330,000 tested, 0.006% active | Potency, µM (doses to about 76.9 µM), without a hit: at the highest dose activity, negative = inhibition, actives largely listed as inhibitors | recombinant Eya2, OMFP fluorescence dephosphorylation (OMFP is methylfluorescein phosphate) | O00167; further: potency means the concentration at half of the fitted maximal effect
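Eya2 protein (added as 0.2 uM solution) was preincubated with compound for 10 min at ambient temperature in 50 mM HEPES pH 7.5, 50 mM NaCl, 5 uM MgCl2, 0.05% BSA, 1 mM DTT. OMFP (added at 50 uM) then reacted 10 min; fluorescence read at 485/525 nm.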
Giardia killer = kills Giardia lamblia; activity change, % at 7.66 µM, hits read low; AID 540267; 340,000 tested, 0.15% active; Giardia lamblia trophozoite viability; in the data active means activity change below about -80%; inconclusive means between about -30% and that limit;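 further: parasites exposed to compound for two days anaerobically before the ATP read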
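Compounds were tested on trophozoites seeded at 100 cells/well and held 48 hrs at 37 deg C anaerobically. An ATP-based luminescent kit measured the remaining live cells.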
USP2a inh = blocks human ubiquitin-specific protease USP2a; O75604; USP2 core, Ub-CHOP2 coupled fluorogenic reporter, 485/531; Potency, µM (highest dose often 38.3 µM), inactives show top-dose activity change, negative = inhibition, hits mostly inhibitors; 330,000 tested, 0.01% active; AID 463254;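 further: potency means the concentration at half of the fitted maximal effect; plate controls were DMSO wells for no effect and full inhibition by NEM control for full effect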
Target sequence (O75604 whole entry, looked up): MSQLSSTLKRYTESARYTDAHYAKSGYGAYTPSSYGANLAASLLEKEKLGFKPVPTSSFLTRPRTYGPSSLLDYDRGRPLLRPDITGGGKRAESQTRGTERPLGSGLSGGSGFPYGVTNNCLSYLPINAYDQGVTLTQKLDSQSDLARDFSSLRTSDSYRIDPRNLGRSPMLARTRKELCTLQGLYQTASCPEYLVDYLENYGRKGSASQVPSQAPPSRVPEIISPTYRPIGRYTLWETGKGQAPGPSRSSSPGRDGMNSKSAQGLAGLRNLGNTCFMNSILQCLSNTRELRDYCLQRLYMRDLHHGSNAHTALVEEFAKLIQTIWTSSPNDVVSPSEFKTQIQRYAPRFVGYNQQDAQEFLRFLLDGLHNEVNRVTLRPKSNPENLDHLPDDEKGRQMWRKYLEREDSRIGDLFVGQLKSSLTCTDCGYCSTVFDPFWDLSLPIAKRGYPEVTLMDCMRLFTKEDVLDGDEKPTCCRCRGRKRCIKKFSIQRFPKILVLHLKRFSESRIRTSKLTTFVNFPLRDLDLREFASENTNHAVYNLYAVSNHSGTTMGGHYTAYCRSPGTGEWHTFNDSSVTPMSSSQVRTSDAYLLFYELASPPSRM
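USP2 core (10nM final) preincubated 30min RT with compound in 20mM Tris-HCl pH 8.0, 2mM CaCl2, 2mM beta-mercaptoethanol, 0.05% CHAPS; 25nM Ub-CHOP2 plus 25nM reporter substrate added, fluorescence (Ex485/Em531) read after 60min.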
* = called active by the depositor; i = inactive; ? = inconclusive; · = not tested or not shown; [ ] = remark or other dose. Unless noted, the call rests on the fitted dose curve; in most records, active means well fitted curve in the direction sought with a large enough effect; inconclusive means small, poorly fitted or top-dose-only effect, or another doubt; inactive means no such curve, though single readings can be large; an effect the other way counts as inactive or inconclusive. Unless noted, on the % scale 0 is the no-effect control and ±100 the full control effect. An excerpt. The share of hits here may be higher or lower than overall.

SMILES	FBPA coupling cs	KCNH2 WT inh	BCR signal inh	KCNH2 3.1 inh	GALK inh	B2AR arrestin	PKM2 act	uPA generation	Eya2 inh	Giardia killer	USP2a inh
O=C1/C(=C/c2cc3c(cc2Cl)OCO3)N2CCC1CC2	0	·	5%	·	-2%	-1.1%	1%	·	1%	·	0%
C=CCn1c(O)c(C(C)=Nc2ccc3c(c2)CCC3)c(=O)[nH]c1=O	4	-6	-8%	-3	-2%	-0.3%	3%	3%	-3%	-14	2%
O=C1NC(=O)N(c2ccc(F)cc2)C(=O)/C1=C/c1ccsc1	0	-8	7%	3	7%	0.2%	3%	1%	6%	-7	4%
CN1CCN(c2nc(N)c(Br)c(Cl)n2)CC1	3	6	?	8	9%	-0.5%	-3%	-10%	7%	20	-1%
COCCNC(=O)c1c(NC(=O)c2ccc(Br)o2)n(Cc2ccccc2)c2nc3ccccc3nc12	-44*	-6	?	-18	·	-0.2%	13%	-1%	5%	-17	1%
COc1ccc(CCn2c(O)c(C=Nc3ccc(NC(C)=O)cc3)c(=O)[nH]c2=O)cc1OC	2	-1	-20%	-1	-2%	0.2%	-1%	-2%	-5%	-14	1%
CCN1CCN(c2ccc(N)cc2)CC1	0	1	2%	2	-2%	-0.7%	-3%	-8%	0%	-6	1%
Clc1cc(Cl)cc(NC2=NCCS2)c1	-1	-9	?	4	1%	0.1%	-3%	2%	6%	8	2%
Cn1c(N2CCNCC2)nc2ccccc21	0	8	-14%	-2	0%	0.2%	-5%	·	13%	10	1%
COC(=O)C1=C(c2c(C)noc2C)C[C@@H]2CC[C@H]1N2C(=O)NCCOc1ccccc1Cl	·	·	-2%	·	·	0.2%	·	14%	-1%	-8	2%
COc1cc(C(=O)Nc2ccc(N(C)C)cc2)c([N+](=O)[O-])cc1OC	3	6	?	3	-1%	4.2%	-1%	4%	13%	1	0%
CC(C)CCn1c(=O)c(C(=O)NCc2ccco2)c(O)c2ccccc21	0	7	3%	5	1%	-0.6%	-8%	1%	16%	18	-2%
COc1ccc(-n2c(-c3ccccc3Br)nc3ccccc3c2=O)cc1	1	-6	1%	24	-6%	5.1%	·	-3%	0%	?	3%
O=C(C1=C[C@@H](C2CCCCC2)C[C@@H](OCc2ccc(CO)cc2)O1)N1CCN(Cc2ccc3c(c2)OCO3)CC1	-2	-7	?	?	-2%	-0.2%	2%	?	-14%	0	-6%
COc1cc(OC)c(OC)cc1CNCCc1cccc(F)c1	0	6	0%	4	6%	-0.9%	·	-13%	-17%	-16	4%
Cc1ccc(-c2nc3ccccc3c(=O)n2-c2cc(C)ccn2)cc1	0	-5	?	4	3%	0.3%	-2%	3%	10%	5	1%
O=c1[nH]c(=O)n(CCC2=CCCCC2)c(O)c1/C=N/Nc1ccccc1	5	-16	-5%	1	-3%	0.4%	4%	1%	-13%	14	-10%
COc1ccccc1NC(=O)COC(=O)c1cn(C)c2ccccc12	·	18	?	-1	·	0.4%	·	2%	-13%	3	3%
CCOc1cc(-c2nc3c(C)cccn3c2NCC2CCCO2)ccc1O (centres undefined)	-2	2	?	3	4%	0.5%	-1%	-4%	6%	5	4%
COC(=O)C1=C(c2cccc(OCc3ccccc3)c2)C[C@@H]2CC[C@H]1N2C(=O)NCc1ccc(Cl)cc1	·	5	-4%	-13	·	0.0%	·	?	6%	-13	-3%
Cc1nc(-c2ccccn2)sc1C(=O)O	0	-3	?	-4	1%	-1.0%	7%	7%	8%	4	1%
CNC(C(=O)c1ccccc1)C(OC)c1ccc(C)cc1 (centres undefined)	2	-12	2%	-27	·	-0.8%	-2%	5%	11%	-8	1%
O=C1NC(=O)N(Cc2ccccc2)C(=O)/C1=C/c1cnc(-c2ccccc2)nc1	0	5	?	14	-5%	0.5%	0%	3%	0%	25	7%
CCCCC(=O)C1C(=O)NC(=O)NC1=O	0	-1	-2%	2	-2%	0.0%	-3%	6%	-3%	-8	3%
COc1ccc(C[C@H]2CN3C(=NC[C@@H]3Cc3ccc(O)cc3)N2C[C@H](C)NC(=O)c2ccc(C)c(Br)c2)cc1	4	-164*	?	-17	-2%	9.6%	-5%	?	-5%	-24	-3%
The results go on.
SMILES	FBPA coupling cs	KCNH2 WT inh	BCR signal inh	KCNH2 3.1 inh	GALK inh	B2AR arrestin	PKM2 act	uPA generation	Eya2 inh	Giardia killer	USP2a inh
C[C@]12CCC(OC(=O)CCC(=O)O)CC1=CCC1C2CC[C@]2(C)C(=O)CCC12 (some centres undefined)	10	0	8%	-2	0%	-0.1%	·	-1%	-7%	-14	1%
O=C(NCc1ccc2c(c1)OCO2)c1nc(S(=O)(=O)Cc2ccccc2)ncc1Cl	·	-3	?	8	-3%	-0.7%	·	-4%	1%	2	0%
COc1ccc2c(c1)[C@@]13CCC=C[C@H]1[C@@H](C2)NCC3	·	-7	-13%	-4	·	-0.1%	·	-11%	-1%	-4	2%
COC(=O)C1=C(c2ccc(F)cc2F)C[C@@H]2CC[C@H]1N2C(=O)NC(C)C	·	9	?	1	·	0.0%	·	12%	6%	2	-1%
O=C(C1CCCN(c2nnc(-n3cccc3)s2)C1)N1CCC2(CC1)OCCO2 (centres undefined)	5	37	3%	14	0%	-0.2%	1%	-7%	9%	10	1%
CC(=O)O[C@@]12CO[C@@H]1C[C@H](OC1OCC(O)C(O)C1O)[C@@]1(C)C(=O)[C@H](O)C3=C(C)[C@@H](OC(=O)[C@H](O)[C@@H](NC(=O)c4ccccc4)c4ccccc4)C[C@@](O)([C@@H](OC(=O)c4ccccc4)C12)C3(C)C (some centres undefined)	1	3	-15%	-8	·	-2.3%	3%	?	3%	12	-2%
CCC(=NCC1CCCO1)c1c(O)n(-c2ccc(Cl)cc2)c(=O)[nH]c1=O (centres undefined)	0	5	1%	-14	3%	0.3%	-7%	-4%	9%	41[activator]	5%
CN1CCN(Cc2ccc(OC(F)(F)F)cc2)CC1	2	17	-19%	10	3%	0.1%	-4%	4%	-19%	26	-2%
Fc1ccc2c(c1)nnn2C1CCN(Cc2nnnn2C2CCCCC2)CC1	2	7	-2%	2	5%	-0.9%	0%	6%	-6%	-13	0%
Cc1c(NP(=S)(C(C)(C)C)C(C)(C)C)c(=O)n(-c2ccccc2)n1C	2	-3	5%	20	-4%	-0.2%	0%	0%	1%	2	0%
Cc1ccc(Cn2nnnc2CN2CCC(n3nnc4cc(C(F)(F)F)ccc43)CC2)cc1	0	?	?	-93*	-4%	0.1%	-5%	1%	-4%	5	1%
O=S(=O)(c1ccccc1)N1CN2CCN(C2)C1	2	15	-1%	5	-4%	-0.2%	1%	2%	4%	5	1%
CCCCn1c(O)c(C(CC)=NCc2ccc(F)cc2)c(=O)[nH]c1=O	1	-1	1%	-17	-2%	0.5%	-2%	-3%	-19%	-5	1%
OC(c1ccccc1)(c1ccccc1)C1CCCN1 (centres undefined)	3	1	-19%	-24	-2%	-0.5%	2%	·	-20%	-16	4%
CCN1CCN(C(=O)COc2ccc(S(=O)(=O)N3CCOCC3)cc2C)CC1	-1	-15	-4%	16	-1%	0.4%	·	-1%	16%	5	1%
Cc1ccc(-n2c(-c3ccc([N+](=O)[O-])cc3)nc3ccccc3c2=O)cc1	-1	i	5%	4	0%	-0.7%	2%	-7%	-3%	-26	4%
CC1C2Cn3c(nc4ccccc43)C1N(C)O2 (centres undefined)	-2	1	0%	21	-2%	-0.4%	-16%	-2%	0%	-12	0%
CCOC(=O)c1cn2nc(OP(=S)(OCC)OCC)cc2nc1C	4	-19	5%	21	5%	-1.1%	-2%	0%	-4%	-19	-6%
O=C(CN1CCCCC1)Nc1ccc(Br)cc1C(=O)c1ccccc1Cl	2	-3	-13%	-19	·	0.7%	-1%	3%	11%	-19	4%
CC(=O)c1cccc(NC2=NCC(C)S2)c1 (centres undefined)	0	13	?	-6	1%	0.3%	1%	-2%	1%	-14	-2%
CCN(CC)C(=O)c1ccc(NC(=O)c2cccc(S(=O)(=O)N3CCN(Cc4ccccc4)CC3)c2)cc1	·	-1	5%	-7	·	-0.1%	·	?	-14%	-22	1%
COc1ccc(OCCOc2cccc(C=C3C(=O)NC(=O)NC3=O)c2)cc1	4	·	?	·	-5%	0.4%	7%	·	-6%	·	2%
O=c1[nH]c(=S)n(-c2ccccc2)c(O)c1C=NCCN1CCNCC1	3	12	2%	11	·	-0.6%	·	2%	0%	-12	-1%
CC(C)c1ccc(-n2c(O)c(C=NC(CCS(C)=O)C(=O)O)c(=O)[nH]c2=S)cc1 (centres undefined)	4	-43	14%	0	-1%	0.1%	3%	15%	-14%	-12	8%
COc1ccccc1N1CCN(Cc2ccccc2)CC1	2	1	-1%	-4	-8%	-1.5%	0%	0%	-2%	5	-1%
